Source: PubChem BioAssay
sdo1 growth = restores growth of sdo1-depleted yeast; S. cerevisiae sdo1-depleted JHY4D growth rescue, OD600 30 h; hits give high values; pdr5 snq2 efflux-pump mutant strain; z-score at 10 µM; actives 0.21% (n = 140,000); AID 817;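 active = z-score above 3 at both the 24 hr and the 30 hr optical density reads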;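 also: z-score against mean and SD of all compound wells on the same plate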
INS promoter inh = TRM-6 insulin promoter activity inhibition; TRM-6 cells (human fetal islet line), insulin promoter-eGFP reporter, imaging; reporter expression induced with tamoxifen; actives 0.9% (n = 130,000); inhibition, % at 2 µM;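 active = inhibition above the mean plus 3 SD, with well images judged a real hit on visual review, cut at about 60% in these data, passing the limit was not always enough; inconclusive = inhibition over the cutoff but images rejected on review; inactive = inhibition not above the cutoff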
sdo1 growth Rescue 24 h = also measured in sdo1 growth; calls as there; z-score; S. cerevisiae sdo1-depleted JHY4D growth rescue, OD600; measured here: growth rescue at 24 h;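 0 is the plate mean of compound wells and units are plate SD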
* hit, by the source's call; ? = inconclusive; . = no result given. Some of the compounds tested, so the mix of outcomes need not match the whole.

compound	sdo1 growth Rescue 24 h	INS promoter inh	sdo1 growth
COC(=O)COc1ccccc1/C=C1/NC(=O)NC1=O	1.07	-69.2	1.03
O=C(/C=C/c1ccccc1)OCc1cncs1	.	-4.8	.
CC(=O)N1CCN(CC(=O)Nc2ccc(SC(F)F)cc2)CC1	1.79	.	1.61
CCOC(=O)C(NCc1ccccc1)(NC(=O)c1ccccc1)C(F)(F)F (stereo not given)	-0.27	-25.0	0.17
O=S(=O)(c1cccc(-c2nnc(-c3cccnc3)o2)c1)N1CCCCC1	-0.67	-20.9	0.16
O=C(O)COc1ccc(/C=N/NC(=O)C2CCCN2S(=O)(=O)c2ccc(Cl)cc2)cc1 (stereo not given)	-0.6	-15.9	-0.28
Cc1ccc(S(=O)(=O)NC(=O)NCc2ccc(Cl)cc2)cc1	-0.83	13.0	0.22
CCCC(c1nnnn1C1CCCC1)N1CCN(C(=O)c2ccco2)CC1 (stereo not given)	0.1	-180.7	0.39
CCOC(=O)C1CCN(c2ncnc3c2cnn3-c2ccccc2)CC1	-0.81	-128.6	-0.71
CCCn1nnc(NC(=O)COc2cc(C)ccc2C(C)C)n1	-0.01	-13.2	0.14
CCc1cc2c(SCC(=O)Nc3ncc(Cl)c(C)c3Cl)ncnc2s1	-0.64	.	-0.99
O=C(c1ccc(C23CC4CC(CC(C4)C2)C3)o1)N1CCOCC1	-0.28	27.3	-1.4
CS(=O)(=O)N(CC(=O)N1CCN(c2cccc(Cl)c2)CC1)c1ccccc1	0.49	-82.9	0.59
CCOc1ccc(CNCc2cccnc2)cc1	-1	25.0	-0.22
CCc1ccccc1NC(=O)CN(C)C(=O)CN1C(=O)NC2(CCCCCC2)C1=O	0.5	.	0.61
CCC(=O)N1CCN(c2ccc(Cl)cc2NC(=O)Cc2ccc(Cl)cc2)CC1	-1.46	-13.3	-1.59
Cc1ccc(Cl)c(OCC(O)CN(CCO)CCO)c1 (stereo not given)	1.13	.	1.42
CCCCC1C2=C(CCCC2=O)OC2=C1C(=O)CCC2	1.77	.	1.42
S=c1[nH]nc(Cc2cccs2)n1-c1ccccc1	2.34	-3.0	1.7
O=C(COC(=O)c1c2c(nc3ccccc13)/C(=C/c1cccc([N+](=O)[O-])c1)CCC2)NC1CCS(=O)(=O)C1 (stereo not given)	0.92	6.7	-0.29
Cc1c(NC(=O)C(C)Sc2ccc3ccccc3n2)c(=O)n(-c2ccccc2)n1C (stereo not given)	0.64	31.4	1
CCOC(=O)CNC(=O)c1cn(CC(C)C)c(=O)c2cc(OC)c(OC)cc12	0.24	0.0	0.15
N#Cc1c(N)nc(SCC(=O)C23CC4CC(CC(C4)C2)C3)c(C#N)c1-c1ccc(Cl)cc1	0.82	-5.7	-0.15
c1ccc2c(c1)c1c3n2CCNC3CCC1 (stereo not given)	2.06	10.3	2.19
C(=N\c1nccs1)/c1cccnc1	-0.6	-245.8	-0.13
COc1ccc(C2CC(=O)C(C=NCCO)=C(O)C2)cc1OC (stereo not given)	-1.17	-5.3	-0.67
CCCC(c1nnnn1CCOC)N(Cc1cc2cc(C)c(C)cc2[nH]c1=O)CC1CCCO1 (stereo not given)	-0.81	-31.4	-0.51
O=C(O)c1cc(C2CC2)nn1-c1ccccc1	0.7	-24.3	1.09
Cc1ccc(N=Nc2c(C)[nH]n(-c3ccccc3)c2=O)c(C)c1	.	40.7	.
O=C(NCCOc1nc(N2CCCCC2)nc(N2CCOCC2)n1)Nc1ccccc1	-0.9	-2.6	-1.02
C=CCN(Cc1nc(-c2cc(OC)c3c(c2)OCO3)oc1C)C1CCS(=O)(=O)C1 (stereo not given)	.	21.7	.
O=C(NCC1CCCO1)c1onc(CSc2ccccc2F)c1C(=O)O (stereo not given)	-0.24	13.5	0.36
CC(=O)c1cnn(-c2ccccc2)c1C	.	36.4	.
COCCNC(=O)C/C(C)=N/NC(=O)C(=O)NC1CCCCC1	.	40.0	.
Cn1c(=O)oc2cc(S(=O)(=O)NCc3ccncc3)ccc21	1.74	-11.1	1.68
CCOc1ccc(C(=O)NCC2OCCc3ccccc32)cc1 (stereo not given)	0.84	-47.6	0.56
CC(C)OCCCNCc1cccs1	-0.32	14.3	0.38
CC(C)(C)NCC1(CO)SC(N)=NC1=O (stereo not given)	-0.03	-15.2	0.23
O=S1(=O)CC2N=C(N(Cc3c(F)cccc3Cl)c3ccccc3F)SC2C1 (stereo not given)	-0.22	.	-0.24
O=C(c1cnc(N2CCN(c3ccccn3)CC2)c2ccccc12)N1CCN(c2cccc(Cl)c2)CC1	.	-170.0	.
Cc1cc(C)c(Cn2c(=O)n(CCCC(=O)NCc3ccco3)c(=O)c3sccc32)c(C)c1	1.3	12.9	-0.49
COc1cc(/C=C/c2[nH]c(=O)[nH]c(=O)c2[N+](=O)[O-])ccc1OCCC(C)C	.	33.3	.
CCOCCCNS(=O)(=O)c1ccc(NC(=O)c2ccc(OC)c([N+](=O)[O-])c2)cc1	.	28.6	.
CCOC(=O)C1=C(C)NC(=O)NC1c1cn(-c2ccccc2)nc1-c1cccs1 (stereo not given)	0.48	.	-0.01
CC1(C)CC(=O)c2cc(OCC(=O)NCC3CCCO3)ccc2O1 (stereo not given)	1.12	.	1.4
COCCNC(=O)c1cnn2c(C(F)F)cc(-c3ccc(C)cc3)nc12	.	-35.0	.
O=C(CSc1ccccn1)Nc1ccc2ccccc2c1	.	-150.0	.
CCCOc1ccc(-c2csc(N)n2)cc1[N+](=O)[O-]	-1.47	.	-1.45

3 compounds from above, sorted by the value under sdo1 growth, highest first.
compound	sdo1 growth Rescue 24 h	INS promoter inh	sdo1 growth
CC1(C)CC(=O)c2cc(OCC(=O)NCC3CCCO3)ccc2O1 (stereo not given)	1.12	.	1.4
CCOC(=O)C1=C(C)NC(=O)NC1c1cn(-c2ccccc2)nc1-c1cccs1 (stereo not given)	0.48	.	-0.01
CCCOc1ccc(-c2csc(N)n2)cc1[N+](=O)[O-]	-1.47	.	-1.45

(further entries)
compound	sdo1 growth Rescue 24 h	INS promoter inh	sdo1 growth
Cc1ccc(Cl)c(OCC(=O)NCc2ccco2)c1	1.35	25.0	0.93
COc1ccc(NC(=O)CN2C(=O)C(C)SC(C)C2=O)c(OC)c1 (stereo not given)	-0.35	.	0.5
O=C(CCCC(=O)n1cnc2ccccc21)n1cnc2ccccc21	0.76	9.7	0.94
CCCC(=O)Nc1nnc(SCC)s1	-0.88	?	-0.19
COc1ccc(C(O)Cn2c(=N)n(CCCN(C)C)c3ccccc32)cc1 (stereo not given)	0.28	3.7	0.7
COc1ccc(CCNC(=O)c2cnc3ccccn3c2=O)cc1	1.13	17.1	0.74
Cc1ccc(C(=O)COC(=O)CNC(=O)c2ccco2)cc1	0.7	.	0.75
S=c1[nH]nc(-c2ccco2)n1/N=C/c1ccc(Cl)c(Cl)c1	-2.17	.	-2.2
CCOC(=O)c1c(NC(=O)CC(C)C)sc(C(C)=O)c1C	-0.56	62.5	-1.01
Cc1cc(C)cc(-n2c(C)cc(/C=N/NC(=O)CN(c3c(C)cccc3C)S(C)(=O)=O)c2C)c1	-0.38	-11.4	-0.33
CCCOc1ccc(NC(=O)C2CCCNC2=O)cc1 (stereo not given)	0.78	5.7	0.4
Cc1cc(C)nc(NC2=NCC(=O)N2c2ccc3c(c2)OCCO3)n1	-0.44	36.8	-0.29

Looked up by compound from above, 6 records:
compound	sdo1 growth Rescue 24 h	INS promoter inh	sdo1 growth
S=c1[nH]nc(Cc2cccs2)n1-c1ccccc1	2.34	-3.0	1.7
Cc1c(NC(=O)C(C)Sc2ccc3ccccc3n2)c(=O)n(-c2ccccc2)n1C (stereo not given)	0.64	31.4	1
CC(=O)N1CCN(CC(=O)Nc2ccc(SC(F)F)cc2)CC1	1.79	.	1.61
CCCC(=O)Nc1nnc(SCC)s1	-0.88	?	-0.19
Cc1ccc(Cl)c(OCC(O)CN(CCO)CCO)c1 (stereo not given)	1.13	.	1.42
O=S1(=O)CC2N=C(N(Cc3c(F)cccc3Cl)c3ccccc3F)SC2C1 (stereo not given)	-0.22	.	-0.24

(listing goes on)
compound	sdo1 growth Rescue 24 h	INS promoter inh	sdo1 growth
O=C(NNc1nc2ccccc2s1)c1ccc(F)cc1	0.24	27.6	0.75
ONC(=Nc1ccc(Cl)cc1)c1ccccc1	0.65	.	0.51
CCn1cc(C(=O)NCc2ccco2)c(=O)c2cc(S(=O)(=O)N3CCCCCC3)ccc21	-0.24	.	0.67
CCOC(=S)SCC(=O)Nc1nccs1	.	-100.0	.
COc1cccc(NCc2ccc([N+](=O)[O-])s2)c1	0.21	-20.0	0.14
O=C1Nc2c(Br)cc(Br)c3cccc1c23	.	-16.7	.
COc1cc(/C=N/Nc2nc(N3CCCCC3)nc(N3CCCCC3)n2)ccc1OC(=O)c1ccco1	.	-50.0	.
COc1ccc(C)cc1S(=O)(=O)N(CC(=O)N1CCOCC1)Cc1ccccc1	-1.31	.	-0.2
CCOC(=O)CSc1nnc(CNC(=O)c2ccc(OC)cc2OC)n1C	-0.36	.	-0.28
COc1ccc(-c2nnc(SCC#CCO)o2)cc1OC	1.85	.	1.22
Cc1ccc(N2CCN(CCCN3C(=O)C4CCCN4C3=O)CC2)cc1 (stereo not given)	1.21	-33.3	0.77
Cc1ccc(C(=O)NC(=S)Nc2ccc(S(=O)(=O)N(C)c3ccccc3)cc2)cc1	-0.05	30.0	-1.1
COc1cccc2c(=O)c(C(=O)NCc3cccs3)c[nH]c12	-0.65	25.0	-0.37
CC12CCC(C(=O)N3CCCCCC3)(OC1=O)C2(C)C (stereo not given)	-0.05	-13.8	0.08
COc1ccc(-n2cnnc2SCC(=O)Nc2ccc(N3CCOCC3)cc2)cc1	0.12	3.3	0.1
O=C(COc1ncnc2c(Cl)cc(Cl)cc12)Nc1cc([N+](=O)[O-])ccc1Cl	-1.48	-11.1	-2.08
CC(C)NC(=O)c1ccc2c(=O)n(Cc3ccco3)c(=S)[nH]c2c1	-0.3	23.3	0.47
COc1cc(NC(=O)Cc2nn(C)c(=O)c3ccccc23)cc(OC)c1	-0.81	-416.7	-0.23
COC(=O)c1ccc(CSc2nc(C)nc3c2c(=O)n(C)c(=O)n3C)o1	-0.78	.	-0.93
c1cncc(-c2nnc3sc(-c4ccco4)nn23)c1	-0.4	17.9	-0.04
COc1ccc(-c2[nH]c(-c3ccc(F)cc3)nc2SCC(=O)NCc2ccco2)cc1OC	-0.42	.	-0.23
Cc1cccc(Nc2nnc(SCC(=O)Nc3ccccc3[N+](=O)[O-])s2)c1C	-0.37	38.7	-1.04
COc1cccc(CNC(=O)C2CCN(C(=O)N(C)C)CC2)c1	0.36	-23.5	0.49
COC(=O)c1ccc(C(=O)OC)c(NC(=S)N2CCCC(C)C2)c1 (stereo not given)	-0.8	17.2	-0.44
N=c1ncn(CC(O)CN2CCOCC2)c2nc(N3CCOCC3)[nH]c12 (stereo not given)	-0.98	-83.3	-1.01
c1cnc(N2CCSCC2)nc1	4.73*	-7.1	8.91*
COc1ccc([N+](=O)[O-])cc1NC(=O)CSc1ccc2ccccc2c1	0.64	-10.0	0.16
CCc1nc(SCC(=O)c2ccc(Cl)s2)c2oc3ccccc3c2n1	0.07	32.4	-0.91
CCc1c(C(=O)Nc2cc(C)cc(C)c2)[nH]c(C)c1C(C)=O	-0.89	23.1	-0.93
Cc1cccc(N(CC(=O)N/N=C/c2cc([N+](=O)[O-])ccc2Cl)S(C)(=O)=O)c1C	-0.1	-15.8	0.56
CCOc1cc(C(=O)NCC2CCCO2)cc(OCC)c1OCC (stereo not given)	-1.01	-240.7	-0.78
COc1ccc(C(=O)c2sc(NC(C)C)nc2N)cc1OC	0.83	14.3	0.73
c1ccc(C2OCC3(CO2)COC(c2ccccc2)OC3)cc1 (stereo not given)	0.25	-96.8	-0.95
Cc1nc(Cl)sc1C(=O)Nc1cccc2ccccc12	-2.02	33.3	-0.67
COc1ccc(OC)c(NC(=O)Cn2c(=O)n(CC(=O)NCc3ccco3)c(=O)c3ccccc32)c1	-1.84	-9.7	-0.31
COc1ccc(NC(=O)CC2SC(=N)N(c3ccccc3)C2=O)c(OC)c1 (stereo not given)	.	-118.2	.
CCCCCNC(=O)c1ccccc1SC	-0.24	0.0	0.33
CCN(c1ccccc1)S(=O)(=O)c1cccc(C(=O)O)c1	-0.41	.	0.22
COc1ccccc1N1CCN(CCCCOc2ccc(F)cc2)CC1	-0.09	-28.6	0.47
COc1ccc(S(=O)(=O)NC2CCCC2)cc1Br	0.53	44.4	-0.41
Cc1ccc(-c2noc(CSc3nnc(Cc4ccccc4)n3-c3cccc(C)c3)n2)cc1	-0.77	9.9	-1.6
